KLK7 zymogen act = activators of human kallikrein-7 zymogen. 0.9% of 370,000 active. purified proKLK7, EDANS-DABCYL substrate fluorescence; 100% is mature enzyme control, 0% vehicle. activation, % at 7 µM. P49862;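 active = activation above the mean of all tested compounds plus 3 SD, computed per campaign excluding outliers beyond control limits, cut at about 13% in these data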
Target sequence (P49862 whole entry, looked up): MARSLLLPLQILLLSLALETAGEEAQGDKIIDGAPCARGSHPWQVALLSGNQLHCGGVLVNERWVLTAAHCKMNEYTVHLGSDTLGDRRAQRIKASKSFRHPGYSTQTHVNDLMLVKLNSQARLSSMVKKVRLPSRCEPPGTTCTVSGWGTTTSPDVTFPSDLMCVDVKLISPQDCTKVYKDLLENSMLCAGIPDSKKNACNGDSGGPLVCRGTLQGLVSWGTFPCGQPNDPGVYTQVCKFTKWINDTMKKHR
Tn7 DDE FP = DD(E)-Tn7 binding inhibition, primary FP screen. inhibition, % at 8.3 µM. AID 720508. P02675. FP displacement of FITC-Tn7 peptide from fibrin DD(E); 0% = median of compound wells per plate. 0.13% of 370,000 active;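 active = inhibition above the mean of compounds falling within the control limits plus 3 SD of them, cut at about 14% in these data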;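 note: 0% = plate median of compound wells and 100% = 10 µM Aha-Tn7 peptide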
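system = human fibrin DD(E) protein | quantity = DD(E) 2 µM final | medium = Tris/NaCl/CaCl2 buffer, pH 7.8 | also added = labelled Tn7 tracer, 0.1 µM | compound dosing = single point at 8.3 µM | timing = compound with protein 10 min, then 3 h after probe, room temperature | signal = FP measurement | benchmarks = Aha-Tn7 high control | repeats = one replicate per compound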
PLC-gamma1 inh = PLC-gamma1 (human) inhibition, primary screen | P19174 | purified PLC-gamma1, fluorogenic substrate, fluorescence | inhibition, % at 12.2 µM | 0.84% of 370,000 active; in the data active = inhibition above about 9.5%
UHRF1 MBD2 ctr = blocks human UHRF1 binding to methylated DNA; AID 687016; inhibition, % at 4.4 µM; 0.75% of 370,000 active; Q96T88; UHRF1 binding to methylated oligo, TR-FRET; in the data active = inhibition above about 21%;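 note: UHRF1 SRA domain binding a hemimethylated CpG hairpin DNA probe; 0% = median of test compound wells and 100% = reference inhibitor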
ARFGAP1 inh = rat ARFGAP1 inhibition. Arfgap1-stimulated ARF1 GTP hydrolysis, GDP FP detection. AID 651572. 0.26% of 360,000 active. Q62848. inhibition, % at 16.5 µM;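 active = inhibition above a per-plate limit, mean inhibition of low control wells plus 3 SD, cut at about 25% in these data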;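 note: 0% = DMSO wells with enzyme and 100% = wells lacking Arfgap1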
Target sequence (Q62848 1-136 limits assumed): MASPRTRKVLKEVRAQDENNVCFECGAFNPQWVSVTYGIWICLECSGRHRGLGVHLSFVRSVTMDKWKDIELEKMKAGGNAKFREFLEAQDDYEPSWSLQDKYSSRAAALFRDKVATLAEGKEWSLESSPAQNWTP
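Material: truncated rat Arfgap1 GAP domain; Incubation: compound-enzyme preincubation 20 min, reaction 120 min, detection 60 min, 25 °C; Read-out: percent inhibition of Arfgap1-stimulated GTP hydrolysis; Technique: FP, GDP Alexa 633 tracer displaced from anti-GDP antibody, 620/688 nm; Controls: No-Arfgap1 wells (100%) versus DMSO full-reaction wells (0%); Replication: single well per compound.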
Tn6 DDE FP = inhibitors of Tn6 peptide binding to human fibrin DD(E). P02675. inhibition, % at 8.3 µM. Fibrin DD(E) TRITC-Tn6 fluorescence polarization displacement. 0.21% of 370,000 active;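 active = inhibition above a per-campaign cutoff: mean of compounds within control limits plus 3 SD, cut at about 15% in these data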;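 note: 0% = median of all compound wells on the plate and 100% = blocking peptide control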
Rev-erbA mod = modulators of human Rev-erb alpha DNA binding; P20393; Rev-erbα–FITC-DNA binding, fluorescence polarization, 90 min; activity, % at 10 µM; 0.79% of 370,000 active; AID 1259318;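 active = activity above about 14%, limit read from the data; passing the limit was not always enough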;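 note: 0% = DMSO wells with 35 nM protein and 100% = DMSO wells with 750 nM protein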
ASAP1 GAP inh = ASAP1 ArfGAP inhibition; inhibition, % at 16.5 µM; Q9ULH1; ASAP1-stimulated ARF1 GTP hydrolysis, GDP FP detection; 0.19% of 360,000 active; in the data active = inhibition above about 25%;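 note: 0% = vehicle with enzyme and substrate and 100% = no enzyme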
Target sequence (Q9ULH1 325-724 limits assumed): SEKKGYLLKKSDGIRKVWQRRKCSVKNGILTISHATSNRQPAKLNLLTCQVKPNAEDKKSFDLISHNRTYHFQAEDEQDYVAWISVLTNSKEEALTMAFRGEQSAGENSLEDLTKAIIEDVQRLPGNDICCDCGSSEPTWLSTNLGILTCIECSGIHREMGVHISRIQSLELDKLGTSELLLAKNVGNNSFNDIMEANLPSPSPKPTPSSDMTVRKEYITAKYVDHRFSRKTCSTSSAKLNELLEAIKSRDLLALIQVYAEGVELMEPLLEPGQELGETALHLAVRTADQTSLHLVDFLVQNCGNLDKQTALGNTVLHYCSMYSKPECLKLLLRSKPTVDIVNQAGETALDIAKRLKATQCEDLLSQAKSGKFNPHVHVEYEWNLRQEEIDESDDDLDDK
PLCb3 inh = inhibitors of human phospholipase C beta3 | Purified PLC-beta3, fluorogenic substrate, fluorescence | inhibition, % at 12.2 µM | 0.18% of 370,000 active | AID 720704; in the data active = inhibition above about 11%;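 note: 0% = median of compound wells on plate and 100% = full blocker control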
HGIII-sPLA2 inh = Blocks human group III sPLA2 activity | QFRET BODIPY PC-A2 liposome hydrolysis, fluorescence | inhibition, % at 12.2 µM | 0.56% of 370,000 active | AID 743126;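 active = inhibition above mean plus 3 SD of compounds lying within the high and low control bounds, cut at about 19% in these data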;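 note: 0% = median of test compound wells and 100% = no enzyme DMSO wells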
* hit, by the source's call; i = inactive.

nr	mol	KLK7 zymogen act	Tn7 DDE FP	PLC-gamma1 inh	UHRF1 MBD2 ctr	ARFGAP1 inh
1	CC(C)(C)SCCNS(=O)(=O)c1ccccc1	-0.1	-0.2	1.3	1.7	-12.1
2	Cc1cccc(C(=O)OCC(=O)Nc2ccc(N3CCCCC3)cc2)c1O	-0.9	-4.4	-4.6	3.6	1.3
3	O=C(Nc1ccc2ccccc2n1)c1ccccc1Br	-0.6	-4.8	0.5	3.1	-1.3
4	CCc1nn(CC(=O)NCCN2CCN(C)CC2)c(=O)c2cc3c(OC)cccc3n12	34.5*	2.6	-393.5	-5.8	-1.7
5	CCOC(=O)N1CCN(C(=O)CSCC(=O)Nc2nc(-c3ccc(OC)cc3)cs2)CC1	0.1	-3.2	3.4	-0.7	-5.5
6	Cc1cccc(C)c1N(CC(=O)N1CCN(C)CC1)S(C)(=O)=O	0.1	-6.5	6.4	1.0	0.1
7	COc1ccc(C(=O)N2CCN(c3ccc([N+](=O)[O-])c(-n4nc(C)cc4C)c3)CC2)cc1	0.9	-4.6	5.5	-3.0	-0.2
8	O=C(NCCCn1ccnc1)C(=O)c1c[nH]c2ccccc12	0.2	-0.4	3.2	3.4	1.6
9	CCC(C)(C(=O)NC1CCCCC1)N(C(=O)c1ccccn1)c1ccccc1 (stereo unspecified)	0.2	2.7	-0.2	5.9	-6.9
10	O=C(Nc1cccc(F)c1)/C(=C\c1ccco1)NC(=O)c1ccco1	1.0	-6.1	-32.6	-1.1	-0.3
11	Cc1ccccc1Nc1nnc(SCC(=O)NC2CCCc3ccccc32)s1 (stereo unspecified)	0.3	3.9	6.1	-3.3	-1.7
12	COC(=O)c1cccc(NC(=O)COC(=O)CSc2nc(C)cc(C)n2)c1	-0.1	5.3	-3.6	-1.9	-4.3
13	O=C(NCc1ccco1)c1cc(-c2ccccn2)nc2ccccc12	0.8	-4.8	-0.4	1.8	1.9
14	COc1ccc(S(=O)(=O)NC2CC(=O)N(c3ccc(C)c(C)c3)C2)cc1C (stereo unspecified)	0.3	-3.0	2.6	1.5	-15.2
15	CS(=O)(=O)Oc1ccccc1/C=C1/N=C(c2ccc(F)cc2)OC1=O	-0.1	3.0	-1.2	0.1	-1.3

nr	Tn6 DDE FP	Rev-erbA mod	ASAP1 GAP inh	PLCb3 inh	HGIII-sPLA2 inh
1	-8.3	5.2	-5.5	0.0	-0.8
2	0.6	-5.3	15.7	-2.5	3.7
3	-4.2	2.9	-6.5	-7.9	1.6
4	-3.0	-3.8	4.7	i	2.6
5	-0.1	-2.0	10.0	4.9	-8.2
6	2.2	-1.2	9.6	3.2	7.6
7	7.4	-4.8	-3.7	7.1	-13.9
8	4.4	-6.6	-7.5	-4.6	2.9
9	-0.6	5.8	-0.4	-1.3	8.4
10	-6.5	-3.8	-2.3	-54.7	-3.4
11	-2.2	6.8	6.6	3.8	-6.9
12	8.2	-1.5	-10.7	-1.0	-4.8
13	-2.0	1.8	0.9	-1.0	-2.9
14	2.8	-1.1	-9.6	-4.1	-10.3
15	3.9	3.6	-13.7	4.3	4.0

Exported with one line to a screen: entries from further up
4	CCc1nn(CC(=O)NCCN2CCN(C)CC2)c(=O)c2cc3c(OC)cccc3n12
5	CCOC(=O)N1CCN(C(=O)CSCC(=O)Nc2nc(-c3ccc(OC)cc3)cs2)CC1
6	Cc1cccc(C)c1N(CC(=O)N1CCN(C)CC1)S(C)(=O)=O
7	COc1ccc(C(=O)N2CCN(c3ccc([N+](=O)[O-])c(-n4nc(C)cc4C)c3)CC2)cc1
8	O=C(NCCCn1ccnc1)C(=O)c1c[nH]c2ccccc12

assay / compound	4	5	6	7	8
KLK7 zymogen act	34.5*	0.1	0.1	0.9	0.2
Tn7 DDE FP	2.6	-3.2	-6.5	-4.6	-0.4
PLC-gamma1 inh	-393.5	3.4	6.4	5.5	3.2
UHRF1 MBD2 ctr	-5.8	-0.7	1.0	-3.0	3.4
ARFGAP1 inh	-1.7	-5.5	0.1	-0.2	1.6
Tn6 DDE FP	-3.0	-0.1	2.2	7.4	4.4
Rev-erbA mod	-3.8	-2.0	-1.2	-4.8	-6.6
ASAP1 GAP inh	4.7	10.0	9.6	-3.7	-7.5
PLCb3 inh	i	4.9	3.2	7.1	-4.6
HGIII-sPLA2 inh	2.6	-8.2	7.6	-13.9	2.9

Continuation:
nr	mol	KLK7 zymogen act	Tn7 DDE FP	PLC-gamma1 inh	UHRF1 MBD2 ctr	ARFGAP1 inh
16	COC(=O)c1[nH]c(C)c(/C(O)=C2\C(=O)C(=O)N(CCN(C)C)C2c2cccs2)c1C (stereo unspecified)	0.9	7.0	-1.1	-0.9	-13.3
17	Cc1ccc(NC(=O)CCc2nnc3ccc(NCc4ccco4)nn23)cc1	0.2	-3.9	-1.2	1.1	3.6
18	O=C(NCc1ccccc1)[C@H]1CCCN1C(=O)[C@H]1CCCN1C(=O)N1CCCCC1	0.4	2.8	5.7	-0.6	-1.9
19	CC(=O)c1cc(C(=O)N2CCCC(CCC(=O)N(C)CCc3ccccn3)C2)cs1 (stereo unspecified)	0.2	-7.6	1.8	-2.4	-1.7
20	O=C(O)CC(NC(=O)c1ccncc1)c1ccccc1 (stereo unspecified)	0.1	8.7	0.8	17.1	3.0
21	Cc1ccc(-c2ccnc3cc(C)nn23)cc1	1.2	3.0	-77.9	-0.6	-3.8
22	CN(C)S(=O)(=O)c1cccc(-c2nn(-c3ccccc3)cc2/C=C2\SC(=S)N(CC(=O)O)C2=O)c1	0.8	-2.5	-4.1	-6.1	7.0
23	CCN(CC)c1cc(NCCO)c([N+](=O)[O-])c2nonc12	-0.2	-0.2	-3.1	-14.0	-13.6
24	CCc1nc2c(OCc3ccc(OC)cc3)cccn2c1N(C)C(=O)c1ccco1	0.0	2.2	-3.9	-1.7	-3.5
25	Cc1ccc(SCC(=O)N(C)CC(=O)Nc2cccc(F)c2)c(C)c1	1.1	-8.8	2.2	3.5	-11.9
26	Nc1n[nH]c(N)c1N=Nc1cccc(C(F)(F)F)c1	-0.3	-0.5	9.4	-5.4	-4.4
27	Cc1ccc(N2CC(C(=O)NCc3n[nH]c(=O)c4ccccc34)CC2=O)cc1C (stereo unspecified)	-0.1	-2.0	0.4	0.6	6.1
28	Cc1cc(CSCc2ccc(Cl)cc2)no1	-0.4	-8.9	4.6	2.4	4.6
29	CC1(C)CC2CC(C)(CN2S(=O)(=O)c2cccc(C(=O)OCC(N)=O)c2)C1 (stereo unspecified)	0.5	3.1	1.3	-3.0	3.6
30	Cc1ccc2nc(-c3ccc(-c4ccccn4)s3)cn2c1	-6.0	-2.5	-155.0	-9.1	-0.4

nr	Tn6 DDE FP	Rev-erbA mod	ASAP1 GAP inh	PLCb3 inh	HGIII-sPLA2 inh
16	4.9	4.4	-1.1	0.2	0.7
17	-0.3	-0.3	2.9	-12.6	1.8
18	3.4	4.1	-10.4	1.0	3.7
19	3.3	-4.1	12.7	-5.2	-2.4
20	3.5	-1.3	3.6	0.1	2.0
21	-6.2	0.5	1.1	-110.4	1.3
22	-10.2	-5.4	10.9	-13.8	-19.9
23	4.9	1.4	4.7	-5.3	-3.9
24	3.4	3.2	-6.0	-10.0	7.2
25	-4.8	-1.0	9.7	-4.5	-18.2
26	-5.8	10.2	-3.3	6.8	2.0
27	6.0	-1.9	1.9	-2.2	1.5
28	3.7	-0.8	18.0	0.4	2.6
29	2.0	-4.9	-1.1	0.3	-5.4
30	-0.2	3.5	17.9	-171.2	-4.5

The results go on.
nr	mol	KLK7 zymogen act	Tn7 DDE FP	PLC-gamma1 inh	UHRF1 MBD2 ctr	ARFGAP1 inh
31	Nn1c(Nc2ccccc2)nc2ccccc2c1=O	-0.7	-1.1	-0.5	-0.3	11.3
32	C[C@H](O)C#Cc1ccc2c(c1)O[C@@H](CN(C)C(=O)c1ccncc1)[C@@H](C)CN([C@H](C)CO)S2(=O)=O	-1.0	6.5	-3.9	4.3	6.3
33	COc1ccc(S(=O)(=O)N2CCCCC2)cc1NC(=O)C1CCCO1 (stereo unspecified)	0.0	-3.6	3.0	-1.1	-1.3
34	COc1ccc(C=C(C#N)C(=O)c2ccccc2)cc1	-0.9	-6.4	-10.3	2.5	1.3
35	O=C(NCCc1ccccn1)c1ccc(OC(F)F)cc1	0.1	-0.1	2.8	0.0	0.4
36	COC(=O)c1ccc(N)c(CS(=O)(=O)c2ccc(Cl)cc2)c1	0.1	-10.7	-3.5	-1.4	-1.1
37	Cc1ccc(-n2cccc2C(=O)NS(=O)(=O)c2ccc(C)cc2)cc1	-0.6	3.1	-0.4	-1.5	-6.5
38	Cc1ccc(-n2c(C)cc(/C=N/NC(=O)c3ccncc3)c2C)cc1	-0.5	8.8	-18.9	-2.3	-17.4
39	CCc1ccc(CN2CCC(C(=O)Nc3ccc(-n4nc(C)cc4C)cc3)CC2)o1	0.4	0.7	3.4	-1.8	3.0
40	Cc1c(CC(=O)NCCCCCC(=O)O)c(=O)oc2cc3c(cc12)CCC(C)(C)O3	-0.1	-5.7	-203.4	5.8	3.4
41	COc1cccc(/C=N/Nc2nnc(C)n2N)c1OCc1ccccc1Cl	0.0	0.2	3.9	3.6	1.3
42	CCn1c(SCC(=O)Nc2ccc(Cl)cc2)nnc1C1CC1	0.0	1.5	-0.4	-0.9	2.0
43	CC(=O)Nc1ccc(S(=O)(=O)N(C)C2CCN(C)CC2)cc1	-0.2	2.9	1.3	0.8	-7.4
44	Cc1ccc(-c2nn(-c3ccccc3)cc2C=C2SC(=S)N(CCS(=O)(=O)O)C2=O)cc1	-0.8	-0.1	-14.6	-2.4	-39.9
45	c1ccc(SCc2nc3ccccc3s2)nc1	0.2	5.3	-6.0	0.6	-9.0
46	CC(=O)c1cnc2nc(C(F)(F)F)nn2c1C	1.2	6.2	-10.9	3.0	-2.3
47	O=c1[nH]c2ccccc2n1C1CCCCC1	0.3	-1.1	1.3	4.2	12.2
48	Cc1ccc(S(=O)(=O)N2CCOCC2)cc1C(=O)N1CCCCCC1	0.6	6.8	5.4	1.1	-3.9

nr	Tn6 DDE FP	Rev-erbA mod	ASAP1 GAP inh	PLCb3 inh	HGIII-sPLA2 inh
31	0.8	-3.0	1.5	2.8	-1.7
32	-1.1	-1.5	2.0	-4.3	8.9
33	4.2	-3.2	-14.4	2.0	-2.1
34	3.8	-4.1	11.1	-22.7	7.5
35	-3.7	1.7	4.7	-6.1	0.8
36	5.5	-3.4	0.6	-4.2	-2.9
37	4.8	3.1	-1.9	1.9	-10.4
38	5.7	2.3	1.1	-28.0	2.8
39	8.7	0.9	-2.3	-4.4	-14.3
40	-1.6	-7.0	4.7	-293.7	-2.2
41	3.7	-1.1	-2.1	5.2	-2.7
42	-1.6	0.6	0.3	5.6	-0.9
43	6.3	1.3	-13.0	-0.4	-2.2
44	-10.5	-3.0	-9.2	-4.6	-69.9
45	-4.4	-3.4	10.8	-11.3	3.3
46	8.3	-4.2	12.1	-9.4	-22.3
47	-5.0	6.2	-8.6	0.2	-4.6
48	-4.0	-2.0	2.1	0.5	3.7

Compound activity (PubChem BioAssay)
